A3A deaminase: inhibitors of human APOBEC3A DNA deaminase; AID 493011; inhibition, % at 20 µM; recombinant A3A, FAM/TAMRA ssDNA deamination fluorescence; 0.41% of 330,000 active;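 active means at least 40% inhibition at 20 µM here, with at most 30% in a related deaminase screen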;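 further: plate controls were A3A with DMSO for no effect and wells lacking A3A enzyme for full effect; some results filed as inactive read as strong as hits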
Target sequence (P31941 whole entry, looked up): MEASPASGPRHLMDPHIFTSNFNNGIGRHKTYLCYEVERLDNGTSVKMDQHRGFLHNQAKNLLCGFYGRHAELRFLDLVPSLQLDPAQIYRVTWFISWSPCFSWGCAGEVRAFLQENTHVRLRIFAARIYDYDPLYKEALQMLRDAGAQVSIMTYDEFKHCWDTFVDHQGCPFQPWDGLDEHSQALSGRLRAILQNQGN
A3G deaminase: inhibitors of human APOBEC3G DNA deaminase; recombinant A3G, ssDNA deamination FAM/TAMRA fluorescence; inhibition, % at 20 µM; Q9HC16; 0.28% of 330,000 active; AID 493012;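 active means inhibition of at least 40% at 20 µM, with no more than 30% in the related APOBEC3A deaminase screen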;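 further: plate controls were DMSO wells with A3G for no effect and wells lacking A3G enzyme for full effect; some compounds called inactive have numbers as strong as hits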
Target sequence (Q9HC16 whole entry, looked up): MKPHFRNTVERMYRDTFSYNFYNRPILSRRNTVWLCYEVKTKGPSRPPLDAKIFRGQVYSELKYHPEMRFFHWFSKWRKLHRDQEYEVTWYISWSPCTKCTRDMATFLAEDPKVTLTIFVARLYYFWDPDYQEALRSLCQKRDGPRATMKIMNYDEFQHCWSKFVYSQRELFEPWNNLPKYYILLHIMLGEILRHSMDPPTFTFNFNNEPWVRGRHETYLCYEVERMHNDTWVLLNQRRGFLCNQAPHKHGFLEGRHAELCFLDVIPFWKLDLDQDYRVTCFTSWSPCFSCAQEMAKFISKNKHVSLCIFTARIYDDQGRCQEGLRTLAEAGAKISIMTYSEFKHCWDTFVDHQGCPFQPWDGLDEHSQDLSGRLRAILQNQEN
beta cell repl: inducers of beta-cell replication in MIN6 cells | MIN6 cells proliferation, ATPlite luminescence, 48 h; cells starved in 0.2% serum; 100% = growth in 10% serum | 0.29% of 330,000 active | proliferation, % at 10 µM | AID 2380;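 active means compounds whose signal lies at least 3.5 SD above the mean of all wells on their plate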;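 further: 0% = DMSO-treated cells in low-serum medium and 100% = 10% serum control; some compounds called inactive have numbers as strong as hits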
mIAP act: mouse IAP activation. muIAP, CDP-Star luminescence, 30 min; stronger effect = higher value; 1 = vehicle-only enzyme signal, 0 = enzyme-free wells. activation factor at 10 µM. 0.24% of 330,000 active. AID 2805;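 active means activation factor of at least 2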; further: the source names both 10 and 20 µM as test concentration; values of inactives mirror those of a sister screen read the other way
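Assay system: mouse IAP enzyme; reagent: chemiluminescent substrate CDP-Star; dosing: test compounds delivered from DMSO solution; schedule: 30 min at room temperature; measured by: luminescence from enzymatic CDP-Star hydrolysis; controls: DMSO-only wells and no-enzyme negative control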
MPTP inh: blocks calcium-induced mitochondrial swelling; isolated mouse mitochondria, Ca2+ swelling absorbance, 30 min; 1.4% of 360,000 active; inhibition, % at 10 µM;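 active means inhibition of 50% or more, scaled per plate between neutral and stimulator controls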;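 further: 0% = DMSO wells given calcium and 100% = 1 mM EGTA wells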
hIAP inh: blocks human intestinal alkaline phosphatase | purified IAP, CDP-Star luminescence, 30 min | AID 2544 | 0.12% of 330,000 active | inhibition, % at 10 µM;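 active means inhibition reaching a set limit with compound at 10 µM in the primary screen, cut at about 35% in these data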;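 further: plate controls were DMSO wells with enzyme for no effect and no-enzyme buffer wells for full effect; values of inactives mirror those of a sister screen read the other way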
hIAP act: human IAP activation; P09923; purified human IAP, CDP-Star luminescence, 30 min; stronger effect = higher value; 1 = vehicle-only enzyme, 0 = enzyme-free background; activation factor at 10 µM; 0.16% of 330,000 active; AID 2524;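 active means activation factor of the enzyme at least 2-fold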; further: the source names both 10 and 20 µM as test concentration; values of inactives mirror those of a sister screen read the other way
GRIN3A LBD mod: modulates the human NR3A ligand-binding domain | AID 1259313 | Tm shift relative to glycine control, % at 25 µM | 2.5% of 340,000 active | NR3A LBD differential scanning fluorimetry, Tm shift; 0% = protein alone, 100% = glycine-bound protein;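 active means melting temperature shift of at least 10% of the positive control shift, at one fixed dose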
mIAP inh: blocks mouse intestinal alkaline phosphatase | purified mouse IAP, CDP-Star luminescence, 30 min | inhibition, % at 10 µM | 0.2% of 330,000 active | AID 2806;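 active means inhibition of at least 40% at 10 µM in the primary screen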;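 further: plate controls were DMSO with enzyme for no effect and no enzyme wells for full effect; values of inactives mirror those of a sister screen read the other way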
The depositor's hits bear a star; . = not tested or not shown.

SMILES	A3A deaminase	A3G deaminase	beta cell repl	mIAP act	MPTP inh	hIAP inh	hIAP act	GRIN3A LBD mod	mIAP inh
N#Cc1ccccc1NC(=O)c1cccc(COc2ccc(Cl)cc2Cl)c1	-2.7	-7.5	0.0	1.1	11.7	-18.0	1.18	7.1	-9.6
CC(=O)Nc1ccc(N2C(=O)CSC2c2ccc(F)cc2)cc1 (stereo unspecified)	1.8	-0.4	-1.5	1	-1.0	2.7	0.973	-1.8	-0.5
O=c1cc(O)c(-c2ccc(Cl)c(Cl)c2)c(Cl)[nH]1	2.4	-0.9	-0.2	0.889	3.1	-3.6	1.04	-0.8	11.1
CCn1c(-c2ccsc2)nc2c1c(=O)[nH]c(=O)n2Cc1ccccc1	-0.7	-3.0	2.8	0.956	5.9	-30.0	1.3	-0.2	4.4
CC(c1ccon1)N(C)C(=O)CCc1nnc(C2(c3ccc(Cl)cc3)CCC2)o1 (stereo unspecified)	-3.6	-5.5	0.8	0.951	-0.1	-3.0	1.03	-1.4	4.9
Cc1cccc(OCC(=O)Nc2ccc(N3CCCC3)cc2)c1C	10.3	3.5	-3.1	0.797	2.8	-18.4	1.18	-2.6	20.3
O=[N+]([O-])c1ccc(CNCc2cc(Cl)ccc2O)cc1	-2.6	-13.3	-2.2	0.876	2.8	2.5	0.975	-3.9	12.4
CC(C(=O)NC1CC1)c1ncc(C(F)(F)F)cc1Cl (stereo unspecified)	1.6	-0.7	-1.7	1.03	-1.9	-10.2	1.1	0.3	-3.5
O=S(=O)(/N=C(/Nc1cccc2ccccc12)c1ccccc1)c1ccc(Br)cc1	-3.3	-3.3	-4.8	0.922	-0.1	8.2	0.918	-7.0	7.8
CCOC(=O)CC(NS(=O)(=O)c1ccc(OC)c(OC)c1)c1cccc([N+](=O)[O-])c1 (stereo unspecified)	0.3	0.4	-0.6	1.06	0.5	1.0	0.99	-0.2	-6.3
O=C1CCN=C(Nc2ccc(F)cc2)N1Cc1ccccc1	-1.4	-1.5	-3.5	0.921	2.8	0.4	0.996	-1.7	7.9
CC(C)c1ccc(C(=O)NCCCN2CCN(CCCNC(=O)c3ccc(C(C)C)cc3)CC2)cc1	0.6	-3.2	-2.6	1.2	8.5	9.0	0.91	-3.3	-20.3
COc1ccccc1N(C(=O)CNC(=O)c1ccco1)C(C(=O)NC1CCCCC1)c1ccncc1 (stereo unspecified)	3.2	3.9	1.7	1.12	-1.9	-9.3	1.09	2.6	-12.0
CCCN(CCC)CCNC(=O)C1CC(=O)N(c2ccc(OC)cc2)C1c1ccc(OC)cc1 (stereo unspecified)	-2.1	-6.6	2.5	0.967	-0.4	10.8	0.892	0.5	3.3
CC(=O)c1cnn(-c2ccc(Cl)c(Cl)c2Cl)c1C	-1.2	-6.8	-1.0	1.16	0.6	-12.9	1.13	-6.2	-15.6
CCCCCn1c(=O)c(C(=O)c2ccccc2)nc2ccccc21	-1.3	-5.1	-0.1	0.956	4.8	20.3	0.797	1.0	4.4
Brc1ccc(-c2nnc3n2-c2ccccc2CC3)cc1	-2.0	-5.9	-0.7	1.08	0.4	-0.9	1.01	-0.3	-8.0
CCOc1ccccc1Nc1cc(C)nc2nnnn12	-1.2	-5.7	-1.7	0.941	-2.0	5.6	0.944	-1.1	5.9
Cc1ccc(-c2n[nH]c(=S)n2/N=C/c2ccc(C)o2)cc1	-4.5	22.6	-4.2	1.08	1.2	0.2	0.998	2.3	-7.9
COc1cc(CN2CCC(Cc3ccccc3)CC2)cc([N+](=O)[O-])c1O	-7.8	-6.7	0.1	0.95	-0.9	12.1	0.879	-2.3	5.0
CCOc1ccc(CNC(=O)C2CCN(S(=O)(=O)CC)CC2)cc1OC	2.3	0.6	-2.0	1.01	-2.0	-14.2	1.14	0.7	-1.2
Cc1cccn2c(NCc3ccc4c(c3)OCO4)c(-c3ccc(O)cc3)nc12	-3.0	-7.1	0.2	1.04	-1.1	8.9	0.911	-2.0	-3.6
CCN(CC)C(=O)CSc1nnc(-c2ccco2)n1Cc1ccco1	3.7	-7.6	-3.0	0.972	-0.7	11.1	0.889	2.0	2.8
NNC(=O)CSc1nc(-c2ccccc2)cn1-c1ccccc1	3.5	-5.5	-3.3	0.926	4.7	10.3	0.897	-0.1	7.4
Cc1ccc(-c2nnn(CC(=O)N(CC(=O)NC3CCCC3)c3ccccc3F)n2)o1	-2.3	-4.3	-1.0	1.05	-0.6	-14.7	1.15	-1.2	-4.6
Cc1[nH]n(-c2ccccc2)c(=O)c1/C=N/N(c1ccccc1)c1ccccc1	-1.2	-2.4	-4.4	0.86	2.1	-14.3	1.14	-10.8	14.0
CC1CCC(C#N)(N(C)C(=O)CSc2nnc(C3CC3)n2C2CC2)CC1 (stereo unspecified)	-2.2	-6.9	3.2	1.24	-0.4	-14.2	1.14	-0.2	-24.3
O=C(NC(Cc1ccccc1)C(=O)O)/C(=C\c1ccc(Br)cc1)NC(=O)c1ccc(Br)o1 (stereo unspecified)	-5.3	-11.4	-2.1	0.978	-0.8	17.2	0.828	-2.2	2.2
CCC(=O)Nc1c(-c2ccc3ccccc3c2)nc2ccccn12	1.1	-3.9	-3.7	1.02	0.4	-17.7	1.18	1.8	-2.0
C/C(Cn1cnc([N+](=O)[O-])n1)=N\NC(=O)c1cccnc1	-2.4	-6.3	-2.3	1.05	-2.6	-0.1	1	-1.0	-4.8
CCC(C)(C)c1ccc(OCCCC[n+]2ccc(C)cc2)c(C(C)(C)CC)c1	-0.9	-5.5	-6.2	0.884	.	4.3	0.957	-4.1	11.6
CCOc1ccccc1C(=O)NCC(=O)N(C)Cc1cccnc1	-1.1	-3.2	0.0	0.945	-2.3	15.5	0.845	-2.2	5.5
CCCNC(=O)C1CCN(S(=O)(=O)c2ccc(-c3nn[nH]n3)cc2)CC1	-2.5	-8.7	-0.9	0.984	-0.7	3.5	0.965	0.1	1.6
Cc1nc2sccn2c(=O)c1S(=O)(=O)N1CCN(c2cccc(C(F)(F)F)c2)CC1	-3.1	-1.6	-0.1	0.94	-1.2	-4.4	1.04	-18.6	6.0
O=S(=O)(NCCCN1CCOCC1)c1ccc(F)c(Cl)c1	0.6	-1.2	-2.9	1.04	-1.4	9.5	0.905	-0.3	-4.3
COc1ccc(C(=O)COC(=O)c2ccc(-n3cnnn3)cc2)c(OC)c1	-2.5	-10.2	0.1	0.955	-1.7	5.6	0.944	0.9	4.5
CCN(CC)CC(O)COc1ccccc1C(=O)CCc1ccccc1 (stereo unspecified)	-2.9	-2.4	0.9	1.07	0.4	-18.4	1.18	0.7	-7.1
CCn1c(SCC(=O)Nc2ccccc2)nc2c1c(=O)n(C)c(=O)n2C	1.8	-5.0	1.4	0.983	-0.4	10.4	0.896	-18.8	1.7
CCc1cccc(OCC(=O)Nc2ccc(S(=O)(=O)Nc3onc(C)c3C)cc2)c1	1.1	-2.3	-1.2	0.917	-0.8	9.3	0.907	-2.7	8.3
COc1ccccc1NC(=O)CN1CCN(CC(=O)Nc2cc(NC(C)=O)ccc2OC)CC1	0.6	-8.3	-0.6	1.01	0.4	-16.7	1.17	0.1	-1.1
CCn1c(CN2CCOCC2)nnc1SCC(=O)Nc1cccc(C)c1	-1.6	-7.5	-0.1	0.961	-0.6	-19.8	1.2	0.2	3.9
COc1ccc(C)cc1-n1nnnc1SCC(=O)c1cc(C)n(Cc2ccco2)c1C	0.5	-4.3	-3.2	0.961	-2.3	11.4	0.886	-3.4	3.9
CC(C)(C)Nc1nc(N2CCCC2)nc(N2CCCC2)n1	-2.0	-3.4	-4.3	0.952	4.2	8.2	0.918	0.0	4.8
CC(=O)Nc1nonc1-c1nc2ccccc2n1Cc1ccccc1	-6.1	-7.5	-1.4	1.19	2.3	6.6	0.934	-0.3	-19.2
COc1cc(Cc2nccc3cc(OC)c(OC)cc23)c(NC(C)=O)cc1OC	-5.7	1.4	-2.6	1.02	-1.0	-7.2	1.07	0.8	-2.1

A draw from above in order of molecular weight, highest first.
SMILES	A3A deaminase	A3G deaminase	beta cell repl	mIAP act	MPTP inh	hIAP inh	hIAP act	GRIN3A LBD mod	mIAP inh
CCn1c(-c2ccsc2)nc2c1c(=O)[nH]c(=O)n2Cc1ccccc1	-0.7	-3.0	2.8	0.956	5.9	-30.0	1.3	-0.2	4.4
Brc1ccc(-c2nnc3n2-c2ccccc2CC3)cc1	-2.0	-5.9	-0.7	1.08	0.4	-0.9	1.01	-0.3	-8.0
CCC(=O)Nc1c(-c2ccc3ccccc3c2)nc2ccccn12	1.1	-3.9	-3.7	1.02	0.4	-17.7	1.18	1.8	-2.0

Additional records
SMILES	A3A deaminase	A3G deaminase	beta cell repl	mIAP act	MPTP inh	hIAP inh	hIAP act	GRIN3A LBD mod	mIAP inh
O=C(O)CC(NC(=O)C12CC3CC(CC(C3)C1)C2)c1cccc([N+](=O)[O-])c1 (stereo unspecified)	-2.2	-3.0	0.3	0.956	-0.3	1.3	0.987	1.3	4.4
CC1Cc2ccccc2N1C(=O)Cn1c(=O)oc2cc(S(=O)(=O)NC3CCCC3)ccc21 (stereo unspecified)	0.6	2.6	-3.2	0.994	-0.7	11.2	0.888	-5.6	0.6
O=S(=O)(/N=C(/Nc1cccnc1Cl)c1ccccc1)c1ccccc1	-4.0	-7.4	-1.7	1.04	0.7	6.5	0.935	1.1	-4.0
CCOc1cc(S(=O)(=O)N2CCN(c3ccc(F)cc3)CC2)c(OCC)cc1-n1cnnn1	-3.7	-4.8	-0.4	0.935	2.5	-5.0	1.05	1.1	6.5
CSc1cccc(NC(=O)C2CCN(S(=O)(=O)c3cnc[nH]3)CC2)c1	6.0	0.7	-2.8	1.05	0.0	-19.1	1.19	0.0	-5.5
Cc1[nH]c2ccccc2c1C(=O)C(=O)Nc1ccc2c(c1)OCCO2	0.8	-0.2	-3.4	1.04	0.8	12.9	0.871	1.5	-3.9
O=C1c2ccccc2N2C(=O)c3ccccc3[C@H]2N1c1ccccc1	-2.4	-7.9	2.4	0.994	-2.7	-3.3	1.03	6.6	0.6

Looked up by compound from the list above, 4 records:
SMILES	A3A deaminase	A3G deaminase	beta cell repl	mIAP act	MPTP inh	hIAP inh	hIAP act	GRIN3A LBD mod	mIAP inh
CSc1cccc(NC(=O)C2CCN(S(=O)(=O)c3cnc[nH]3)CC2)c1	6.0	0.7	-2.8	1.05	0.0	-19.1	1.19	0.0	-5.5
O=S(=O)(/N=C(/Nc1cccnc1Cl)c1ccccc1)c1ccccc1	-4.0	-7.4	-1.7	1.04	0.7	6.5	0.935	1.1	-4.0
O=C1c2ccccc2N2C(=O)c3ccccc3[C@H]2N1c1ccccc1	-2.4	-7.9	2.4	0.994	-2.7	-3.3	1.03	6.6	0.6
Cc1[nH]c2ccccc2c1C(=O)C(=O)Nc1ccc2c(c1)OCCO2	0.8	-0.2	-3.4	1.04	0.8	12.9	0.871	1.5	-3.9

Reformatted with values under each structure: entries from further up
Each structure is followed by: A3A deaminase | A3G deaminase | beta cell repl | mIAP act | MPTP inh | hIAP inh | hIAP act | GRIN3A LBD mod | mIAP inh
CSc1cccc(NC(=O)C2CCN(S(=O)(=O)c3cnc[nH]3)CC2)c1
  6.0 | 0.7 | -2.8 | 1.05 | 0.0 | -19.1 | 1.19 | 0.0 | -5.5
Cc1[nH]c2ccccc2c1C(=O)C(=O)Nc1ccc2c(c1)OCCO2
  0.8 | -0.2 | -3.4 | 1.04 | 0.8 | 12.9 | 0.871 | 1.5 | -3.9

Assay outcomes deposited in PubChem BioAssay by Sanford-Burnham Center for Chemical Genomics.
